LmPK inh = inhibitors of Leishmania mexicana pyruvate kinase | Q27686 | purified LmPK, Kinase-Glo ATP luminescence, 1 h | Potency, µM (highest dose often 57.5 µM), for the others: at the highest dose activity change, negative = inhibition, most hits filed as inhibitors | hit rate 0.37% among 290,000; also: potency is read from the fitted curve at half-maximal effect
Target sequence (Q27686 whole entry, looked up): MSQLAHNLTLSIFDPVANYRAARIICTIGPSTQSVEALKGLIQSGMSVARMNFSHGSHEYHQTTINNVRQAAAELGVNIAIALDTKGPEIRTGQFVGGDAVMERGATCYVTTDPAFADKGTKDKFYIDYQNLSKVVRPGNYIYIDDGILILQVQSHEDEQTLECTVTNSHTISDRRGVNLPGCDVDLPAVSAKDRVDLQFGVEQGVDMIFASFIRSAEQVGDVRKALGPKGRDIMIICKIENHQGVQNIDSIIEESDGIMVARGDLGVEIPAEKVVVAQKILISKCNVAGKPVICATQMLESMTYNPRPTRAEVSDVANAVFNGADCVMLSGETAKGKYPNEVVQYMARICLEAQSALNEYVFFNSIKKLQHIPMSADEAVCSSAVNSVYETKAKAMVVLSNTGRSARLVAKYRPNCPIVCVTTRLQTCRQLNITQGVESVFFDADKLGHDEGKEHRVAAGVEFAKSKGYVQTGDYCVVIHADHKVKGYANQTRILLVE
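Purified LmPK (0.1 nM) with 0.5 mM PEP and 0.1 mM ADP in imidazole buffer pH 7.2 with MgCl2/KCl, 1 h at room temperature. ATP formed was read by luciferase luminescence and normalized to no-enzyme and uninhibited controls.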
AMA1-RON2 inh = disrupts binding of P. falciparum AMA1 to RON2; Potency, µM (highest dose often 58.2 µM), inactives show at the highest dose activity change, negative = inhibition, usual class: inhibitors; AID 720542; AlphaScreen AMA1-biotinylated RON2 peptide binding; hit rate 0.2% among 360,000;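 also: potency is read from the fitted curve at half-maximal effect; 0% = vehicle wells and -100% = peptide control; nearly all actives have a fitted effect of over 45% in size; some results filed as inactive show a strong effect at the top dose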
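AMA1 (3D7) with his tag at 25 nM final met compounds first, then biotinylated RON2 peptide at 25 nM; detection used donor plus acceptor beads, 10 µg/mL apiece, read by AlphaScreen after 30 min at room temperature.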
AmpC inh no detg = AmpC beta-lactamase inhibition without detergent; P00811; AmpC nitrocefin hydrolysis, absorbance 480 nm, 0.0001% Triton; AID 485341; hit rate 0.52% among 330,000; Potency, µM (titrated, usually from 57.1 µM), for the others: at the top dose activity change, negative = inhibition, actives largely listed as inhibitors;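 also: potency is read from the fitted curve at half-maximal effect; plate controls were no compound for no effect and no enzyme for full effect; nearly all actives have a fitted effect of over 20% in size; some results filed as inactive show a strong effect at the top dose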
Target sequence (P00811 whole entry, looked up): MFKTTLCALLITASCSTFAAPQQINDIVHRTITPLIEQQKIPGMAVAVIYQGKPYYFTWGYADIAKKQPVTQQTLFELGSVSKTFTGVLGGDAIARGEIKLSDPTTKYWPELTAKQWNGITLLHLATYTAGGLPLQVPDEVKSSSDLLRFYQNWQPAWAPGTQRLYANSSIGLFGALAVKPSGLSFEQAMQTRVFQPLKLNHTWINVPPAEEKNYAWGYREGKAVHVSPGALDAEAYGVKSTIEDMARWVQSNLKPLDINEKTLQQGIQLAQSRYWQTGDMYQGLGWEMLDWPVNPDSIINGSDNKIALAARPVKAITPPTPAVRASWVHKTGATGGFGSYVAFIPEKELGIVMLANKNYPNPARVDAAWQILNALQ
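AmpC (5.3 nM in the dispensed reagent) in 20 mM phosphate pH 7.0 with 0.01% (detergent screen) or 0.0001% Triton X-100 was preincubated with compounds for 15 min at room temperature. Nitrocefin was then added from an 800 uM solution, and hydrolysis was followed at 480 nm.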
TbPYK inhibitor = inhibitors of Trypanosoma brucei pyruvate kinase; Q57TT1; TbPYK enzyme, Kinase-Glo Plus ATP luminescence, 45 min; Potency, µM (series often up to 76.8 µM), for inactives: top-dose activity, negative = inhibition, most hits filed as inhibitors; hit rate 0.12% among 410,000; AID 624173; also: potency is read from the fitted curve at half-maximal effect; nearly all actives have a fitted effect of over 50% in size
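In this concentration-response screen, enzyme-free wells defined baseline while DMSO plates tracked drift. Each reaction combined TbPYK, substrate, compound and 130 uM ADP for 45 min at room temperature. Kinase-Glo Plus luminescence gave the signal.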
AmpC detergent = AmpC beta-lactamase inhibition with detergent present. AmpC hydrolysis of nitrocefin, absorbance 480 nm, 0.01% Triton. hit rate 0.041% among 370,000. P00811. Potency, µM (doses to about 114 µM), for inactives: at the top dose activity change, negative = inhibition, hits mostly inhibitors;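 also: potency is read from the fitted curve at half-maximal effect; 0% = no-compound wells and -100% = no-enzyme wells; nearly all actives have a fitted effect of over 25% in size; some results filed as inactive show a strong effect at the top dose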
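AmpC (5.3 nM in the dispensed reagent) in 20 mM phosphate pH 7.0 with 0.01% (detergent screen) or 0.0001% Triton X-100 was preincubated with compounds for 15 min at room temperature. Nitrocefin was then added from an 800 uM solution, and hydrolysis was followed at 480 nm.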
Sm TGR block = S. mansoni TGR enzyme inhibition. purified TGR, DTNB reduction, TNB absorbance 405 nm. Potency, µM (series often up to 114 µM), without a hit: at the top dose activity change, negative = inhibition, hits mostly inhibitors. hit rate 3% among 360,000. AID 485364; also: potency is read from the fitted curve at half-maximal effect; nearly all actives have a fitted effect of over 60% in size
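First, TGR (20 nM dispensed) and NADPH were mixed with compound. Second, a 15 min room-temperature incubation followed. Third, further NADPH and then DTNB were added to start the reaction. Finally, TNB absorbance was monitored kinetically.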
HCMV inh = human cytomegalovirus inhibition. HFF cells, HCMV-luciferase reporter, 72 h; active compounds read low. activity change, negative = inhibition, % at 57.5 µM. hit rate 4.5% among 410,000. AID 1259415; in the data active = activity change below about -60%; inconclusive = no clear call, values can overlap the other calls; inactive = above about -39%
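Human foreskin fibroblasts infected with luciferase-reporter HCMV at MOI 1 PFU/cell, compounds at two doses. Luciferase measured 72 h post infection; normalized to buffer-only basal and Salinomycin (10uM) controls.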
* marks the source's active call; other numbers are inactive results; ? = inconclusive; / = no result given; & = joins results of further samples; [ ] = remark or other dose. Unless noted, calls follow the shape of the dose curve; as a rule, active = well fitted curve in the direction sought with a large enough effect; inconclusive = small, poorly fitted or top-dose-only effect, or another doubt; inactive = no such curve, though single readings can be large; an effect the other way counts as inactive or inconclusive. Unless noted, % is scaled to controls: 0 for no effect and ±100 for the full control effect.

SMILES	LmPK inh	AMA1-RON2 inh	AmpC inh no detg	TbPYK inhibitor	AmpC detergent	Sm TGR block	HCMV inh
O=S(=O)(Nc1ccc(-n2cnnn2)cc1)c1cccc(Cl)c1	/	-6.5%	-9.7%	-5.5%	-3.4%	6.9%	1.4
O=C(Cc1ccc(-n2cccc2)cc1)N1CCN(c2ccccc2F)CC1	2.9%	?	5.2%	-1.3%	-7.3%	0.6%	9.3
CC(C)(C)c1ccc(C(=O)NCC(=O)NCc2ccccn2)cc1	/	68.3%[activator]	-7.8%	0.3%	1.6%	5.1%	-12.7
COc1ccc(NC(=O)C2c3ccccc3OCC(=O)N2CCc2ccccc2)cc1 (stereo not given)	/	-10.2%	/	0.9%	/	/	25.3
CSc1nc2ccc(NC(=O)c3ccc(=O)[nH]c3)cc2s1	-3.2%	11.0%	-15.4%	2.3%	?	12.8%	-37.8
Cc1ccc(NC(=S)/C(C#N)=C2/Nc3ccccc3S2)cc1	/	85.5%[activator]	/	-0.7%	/	/	-78.9*
O=C1Nc2ccccc2Oc2cc(Oc3ccc(Cl)cc3)ccc21	/	/	/	5.0%	1.9%	4.8%	5.7
Cc1ccc(CNC(=O)COC(=O)c2cc3c(s2)CCC(C)C3)cc1 (stereo not given)	0.4%	10.5%	-17.6%	-8.0%	0.6%	-0.1%	-20.9
CC(C)C(=O)Nc1ccc(C(=O)CSc2nnc(C3CC3)n2C2CC2)cc1	/	-10.0%	-4.8%	-10.1%	5.9%	?	2.3
CC(C)COC(=O)N(C)C[C@@H]1OCc2cnnn2CCCC(=O)N([C@@H](C)CO)C[C@H]1C	/	6.9%	/	1.6%	/	/	-25.8
CCCCN1CC(C)(C)[C@H](CC(=O)NC)C1=O	/	0.0%	/	-2.3%	/	/	13.0
CC1CCCN(C(=O)CNC(=O)c2cccs2)C1 (stereo not given)	/	-8.6%	-15.6%	0.4%	2.5%	-0.4%	0.0
CC(NC(=O)CSc1nc(=O)cc(N)n1CCc1ccccc1)c1ccccc1 (stereo not given)	-0.1%	-3.8%	-19.5%	-10.3%	-1.0%	2.5%	-6.1
O=C(COc1ccccc1F)c1ccc(O)cc1O	-6.5%	-9.5%	-22.1%	3.5%	-17.7%	-0.9%	84.8
CCN(CC(=O)Nc1ccccc1C(F)(F)F)C(=O)C1CC(=O)N(Cc2ccccc2)C1 (stereo not given)	/	34.7%[activator]	-8.0%	-3.1%	-15.6%	-0.7%	3.1
Cc1ccc2c(c1)Oc1ccccc1C=C2C(=O)O	-0.7%	-2.3%	-23.6%	-9.2%	-6.7%	-11.4%	0.3
Cc1c(C)n(CCC#N)c2ccccc12	1.2%	-14.3%	-9.3%	5.1%	3.6%	6.4%	-7.0
Nc1c(C(=O)OCC2CCCO2)c2nc3ccccc3nc2n1-c1ccc2c(c1)OCCO2 (stereo not given)	1.4%	-13.0%	147.1%[activator]	-7.3%	2.6%	0.6%	-66.0*
O=C1CC(N2CCN(c3ccc(F)cc3)CC2)C(=O)N1Cc1ccc(N2CCCC2=O)cc1 (stereo not given)	2.5%	14.0%	8.9%	4.0%	-9.9%	44.7µM*	-25.2
C=CCc1ccccc1OCC(O)CNC(=O)c1ccccc1C(=O)O (stereo not given)	3.0%	-18.7%	-1.5%	-0.5%	1.0%	-1.0%	-4.4
Cc1ccc(NC(=O)Cn2c(=O)n(CCCCCC(=O)NCc3ccc(F)cc3)c(=O)c3sccc32)c(C)c1	/	/	/	-4.4%	2.5%	0.3%	-10.2
O=C(NCc1ccccn1)c1ccccc1Cl	-2.4%	56.7%[activator]	-1.1%	7.5%	6.4%	?	28.8
COC(=O)[C@H]1CCCN1C(=O)Nc1cccc(Oc2c(F)c(F)c(F)c(F)c2F)c1	-0.4%	12.2%	35.1%	1.7%	1.9%	11.4%	?
CCON1C(=O)C(C)(C)N(OCC)C(=O)C1(C)C	0.3%	-2.5%	-6.6%	0.9%	6.0%	3.3%	41.0
COc1cc(C(=O)NNC(=O)CCOc2ccccc2C)cc(OC)c1OC	/	55.8%[activator]	-5.6%	0.2%	/	/	36.1

Part of the list above, field by field.
COc1ccc(NC(=O)C2c3ccccc3OCC(=O)N2CCc2ccccc2)cc1 (stereo not given)
  LmPK inh: /
  AMA1-RON2 inh: -10.2%
  AmpC inh no detg: /
  TbPYK inhibitor: 0.9%
  AmpC detergent: /
  Sm TGR block: /
  HCMV inh: 25.3

O=C(Cc1ccc(-n2cccc2)cc1)N1CCN(c2ccccc2F)CC1
  LmPK inh: 2.9%
  AMA1-RON2 inh: ?
  AmpC inh no detg: 5.2%
  TbPYK inhibitor: -1.3%
  AmpC detergent: -7.3%
  Sm TGR block: 0.6%
  HCMV inh: 9.3

O=C(NCc1ccccn1)c1ccccc1Cl
  LmPK inh: -2.4%
  AMA1-RON2 inh: 56.7%[activator]
  AmpC inh no detg: -1.1%
  TbPYK inhibitor: 7.5%
  AmpC detergent: 6.4%
  Sm TGR block: ?
  HCMV inh: 28.8

The listing picks up with the two entries that preceded the break.
SMILES	LmPK inh	AMA1-RON2 inh	AmpC inh no detg	TbPYK inhibitor	AmpC detergent	Sm TGR block	HCMV inh
CCON1C(=O)C(C)(C)N(OCC)C(=O)C1(C)C	0.3%	-2.5%	-6.6%	0.9%	6.0%	3.3%	41.0
COc1cc(C(=O)NNC(=O)CCOc2ccccc2C)cc(OC)c1OC	/	55.8%[activator]	-5.6%	0.2%	/	/	36.1
Cc1ccc(Cl)cc1NC(=O)N1CCN(C)c2ncccc21	/	/	/	-15.1%	11.4%	2.8%	-18.6
Cc1c(C(=O)O)cnc2c([N+](=O)[O-])cnn12	-8.0%	8.3%	-15.0%	?	-8.5%	3.1%	25.4
Cc1cc(C)cc(N=c2c([N+](=O)[O-])nn(-c3ccc(Cl)cc3)n2O)c1	2.3%	?	-20.6%	0.4%	7.6%	-13.2%	22.9
O=C(CCN1CCN(c2ccc(F)cc2)CC1)Nc1ccccc1F	3.5%	-21.6%	11.4%	6.0%	3.3%	1.6%	19.6
CCOC(=O)c1nn(-c2ccc(F)cc2)c(C)c1C(C)=O	-1.7%	-22.4%	1.4%	1.8%	2.7%	0.2%	-79.5*
CCN1C(=O)c2ccc(C(=O)Nc3ccc4c(c3)OCO4)cc2C1=O	-11.0%	-7.5%	-1.4%	6.4%	5.4%	2.5%	11.8
COC(=O)CN1C(=O)[C@H]2[C@@H](/C=C/c3ccccc3)N3C(=O)CN(Cc4ccccn4)C(=O)[C@@]3(Cc3ccccc3)[C@H]2C1=O	/	10.2%	51.7%	-1.8%	/	/	/
CC(Sc1nnnn1C1CC1)C(=O)N1CC(=O)Nc2ccccc21 (stereo not given)	/	3.7%	-29.2%	-8.6%	0.2%	-29.5%	-10.4
O=C(CCN1CCN(C(=O)c2ccccc2)CC1)c1ccc(Br)cc1	-2.3%	4.7%	79.6%[activator]	0.0%	2.4%	0.316µM*	-13.6
Cc1ccc(-c2nc(SCC(=O)N(C)C3CCS(=O)(=O)C3)[nH]c2-c2ccc(C)cc2)cc1 (stereo not given)	0.2%	-25.2%	158.9%[activator]	-7.6%	-2.6%	10.9%	-19.8
COc1cccc(CNCCOCCO)c1OC	-8.4%	3.1%	-8.0%	-3.2%	?	?	17.3
Cc1ccc(NC(=O)Cn2cnc3c(oc4nc5c(cc43)COC(C)(C)C5)c2=O)cc1	2.1%	41.6%[activator]	-18.5%	3.3%	-11.5%	-1.6%	36.2
O=c1[nH]c2ccccc2n1CCCOc1ccccc1	2.9%	-16.2%	-19.7%	-2.3%	-14.8%	4.6%	3.1
Cc1cccc(C(=O)Oc2ccccc2/C=N/Nc2ccc([N+](=O)[O-])cc2)c1	0.7%	0.0%	-19.2%	0.8%	?	-9.6%	23.0
O=C(COC(=O)c1ccccc1C(F)(F)F)NC(=O)NCc1ccco1	/	-10.8%[11.6 µM]	-24.5%	4.5%	/	/	6.2
CCC(NC(=O)COC(=O)C1CC2CCCC(C1)C2=O)c1ccc(Br)cc1 (stereo not given)	/	6.2%	43.6%	-0.4%	?	3.6%	-21.9
Cc1ccc(NC(=O)N2CCC(=O)N2)cc1	-4.8%	4.3%	-18.6%	-20.5%	-12.0%	-32.1%	21.4
CC(=O)c1cccc(NC(=O)C2=CC(c3ccco3)=NS(=O)(=O)N2C)c1	-1.0%	-2.6%	-31.5%	-14.8%&1.0%	-2.9%&27.3%	16.0%&0.4%	4.7&8.0
Cc1cnc(C(=O)OCC(=O)N2CC(C)CC(C)C2)cn1 (stereo not given)	/	-7.8%	-5.8%	-1.9%	/	/	43.9
COc1ccccc1NC(=S)N(CCN(C)C)C(C)c1ccncc1 (stereo not given)	4.2%	-1.9%	-23.6%	-19.1%	5.8%	10.4%	-10.8
Cc1nn(CC(=O)N2c3ccccc3NC(=O)C2(C)C)c(C)c1[N+](=O)[O-]	7.2%	10.4%	-4.5%	3.1%	-0.3%	-12.5%	-81.8*
Cc1ccc(N2C(=S)SC3CS(=O)(=O)CC32)cc1 (stereo not given)	1.7%	-4.1%	-18.1%	-0.9%	5.3%	-0.3%	-11.9
O=C(O)C(Cc1ccccc1)N=C(NS(=O)(=O)c1ccccc1)c1ccccc1 (stereo not given)	/	1.6%	-21.8%	0.0%	/	/	-2.2
CCOC(=O)N1CCN(C(=O)CS(=O)Cc2nc(-c3cccc(C)c3)oc2C)CC1 (stereo not given)	12.3%	3.3%	49.6%	2.9%	?	?	5.3
O=C(CSc1nnc(-c2c[nH]c3ccccc23)n1CC1CCCO1)Nc1ccc2c(c1)OCCO2 (stereo not given)	1.6%	-8.6%	-21.8%	2.8%	1.9%	0.0%	33.1
C/C(CC(=O)Nc1ccccn1)=N\NC(=O)c1ccccc1O	-1.9%	34.9%[activator]	-30.4%	2.4%	3.8%	2.2%	-91.2*
O=C(O)C1CCN(Cc2cccnc2)CC1	-0.1%	-3.6%	-22.0%	5.6%	-0.7%	-2.0%	-0.5

From PubChem BioAssay
